Assay outcomes from PubChem.
GRK2 aptamer HTS: human GRK2 inhibition via aptamer displacement | bead flow cytometry, FAM-aptamer displacement from GRK2 | inhibition of aptamer binding, % at 10 µM | 330,000 compounds, 0.59% hits;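 active means inhibition of aptamer binding above 40%, roughly 3 SD of noise, on plates passing a quality check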;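 further: median bead fluorescence of bound FAM aptamer so fluorescent compounds give negative values; no value below 0 was filed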
VLA-4 inh: inhibition in a human VLA-4 binding assay; P13612; VLA-4 expressing cells, ligand binding flow cytometry; inhibition, % (about 7 µM as worked out from the volumes in the protocol); 330,000 compounds, 0.2% hits; in the data active means inhibition above about 50%
CR mimetic SO: lowers age-related superoxide in aged yeast cells | S. cerevisiae aged cells, superoxide DHE fluorescence; hits give low values | superoxide response (% of plate mean), % at 10 µM | 330,000 compounds, 0.18% hits;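 active means superoxide response under a set limit, about three screen SD below normal, cut at about 65% in these data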;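 further: yeast aged for seven days with compound at 30 °C before DHE staining; 100% = average MFI of all compound-treated wells on the plate with controls excluded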
MEX-5 binding: C. elegans MEX-5 TCR-2 RNA binding activity; Q9XUB2; MEX-5/FITC-TCR2 RNA binding, fluorescence polarization; hits give low values; activity score (negative = inhibition of binding), % at 10 µM; 300,000 compounds, 0.38% hits;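 active means inhibition past about -25% in most replicates, and total fluorescence under double the plate's negative control median, limit read from the data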;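 further: 0% = DMSO and -100% = 5 µM competing unlabeled TCR2 RNA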
Target sequence (Q9XUB2 whole entry, looked up): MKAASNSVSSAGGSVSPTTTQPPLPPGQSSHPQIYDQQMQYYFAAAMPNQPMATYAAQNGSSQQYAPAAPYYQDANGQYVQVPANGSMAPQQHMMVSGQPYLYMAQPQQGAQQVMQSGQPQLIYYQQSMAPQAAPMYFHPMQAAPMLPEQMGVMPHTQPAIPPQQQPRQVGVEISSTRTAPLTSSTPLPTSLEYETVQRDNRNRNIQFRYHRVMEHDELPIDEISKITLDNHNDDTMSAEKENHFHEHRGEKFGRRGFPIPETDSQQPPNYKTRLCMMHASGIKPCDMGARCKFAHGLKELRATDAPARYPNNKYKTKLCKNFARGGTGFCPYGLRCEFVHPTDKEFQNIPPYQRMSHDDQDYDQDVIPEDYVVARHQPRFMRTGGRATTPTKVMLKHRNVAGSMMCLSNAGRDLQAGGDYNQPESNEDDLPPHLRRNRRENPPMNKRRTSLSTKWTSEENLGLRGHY
BCLXL inh: Bcl-xL (human) inhibition; GST-Bcl-xL / FITC-Bim BH3 peptide fluorescence polarization; inhibition, % at 10.9 µM; 320,000 compounds, 0.7% hits; AID 2129;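 active means inhibition above the mean of all tested compounds plus 3 SD, cutoff set per campaign, cut at about 30% in these data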;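 further: 0% = DMSO wells and 100% = unlabeled Bim-BH3 peptide competitor; inhibitors lower millipolarization by displacing the labeled peptide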
Target sequence (Q07817 whole entry, looked up): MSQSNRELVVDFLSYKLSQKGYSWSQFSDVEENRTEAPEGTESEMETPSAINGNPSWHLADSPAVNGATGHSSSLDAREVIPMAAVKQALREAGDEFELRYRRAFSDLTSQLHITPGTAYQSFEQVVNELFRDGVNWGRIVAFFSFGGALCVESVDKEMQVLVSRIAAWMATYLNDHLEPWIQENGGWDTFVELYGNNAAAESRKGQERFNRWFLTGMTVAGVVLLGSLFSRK
CIT2 TOR yeast: alters CIT2-GFP fluorescence in TOR pathway yeast screen. 320,000 compounds, 0.065% hits. GFP response vs DMSO, % at 10 µM. S. cerevisiae CIT2-GFP strain, flow cytometry, 3 h; 100 means same as DMSO wells;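 active means GFP response relative to DMSO above a set limit, near the screen mean plus 3 SD, cut at about 150% in these data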;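 further: ratio of well median GFP fluorescence to mean of DMSO wells on the plate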
MCL1-BIM inh: disrupts human MCL1 binding to BIM-BH3 peptide | Q07820 | GST-MCL1 / FITC-Bim-BH3 fluorescence polarization | inhibition, % at 10.9 µM | 320,000 compounds, 0.68% hits | AID 2057;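 active means inhibition above the mean inhibition of all tested compounds plus 3 SD, set per campaign, cut at about 40% in these data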;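 further: 0% = DMSO wells and 100% = unlabeled Bim-BH3 peptide control; higher means more loss of mP so more displacement of Bim peptide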
Target sequence (Q07820 whole entry, looked up): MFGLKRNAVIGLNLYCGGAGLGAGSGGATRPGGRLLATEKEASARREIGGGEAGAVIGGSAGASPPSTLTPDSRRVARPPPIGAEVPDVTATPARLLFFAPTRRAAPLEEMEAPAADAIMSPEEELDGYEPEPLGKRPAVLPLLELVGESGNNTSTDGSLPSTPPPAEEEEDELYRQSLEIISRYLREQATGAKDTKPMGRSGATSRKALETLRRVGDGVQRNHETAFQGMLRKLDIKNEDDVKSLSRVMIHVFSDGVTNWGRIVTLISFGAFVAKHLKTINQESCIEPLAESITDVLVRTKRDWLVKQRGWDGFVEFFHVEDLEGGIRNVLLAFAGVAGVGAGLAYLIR
GLD-1 TGE inh: GLD-1-TGE RNA interaction inhibition (C. elegans); purified GLD-1 + fluorescein TGE RNA, fluorescence polarization; inhibition, % at 5.96 µM; 320,000 compounds, 0.44% hits; AID 2280;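 active means percent inhibition above a per-plate cutoff, the plate mean of test compounds plus 3 SD, cut at about 30% in these data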;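 further: 0% = DMSO wells with GLD-1 and probe and 100% = wells lacking GLD-1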
AGP1-GFP MLPCN: alters AGP1-GFP fluorescence in TOR pathway yeast screen; 320,000 compounds, 0.02% hits; S. cerevisiae AGP1-GFP multiplex flow cytometry, 3 h; GFP as percent of DMSO wells; GFP response vs DMSO, % at 10 µM;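 active means GFP response relative to DMSO above a set limit, near screen average plus 3 SD, cut at about 150% in these data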;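 further: median GFP channel fluorescence of the gated AGP1 strain per well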
Numbers without * were called inactive; . = not tested or not shown. Random draw from the library; any-hit rate near 2.1%.

SMILES	GRK2 aptamer HTS	VLA-4 inh	CR mimetic SO	MEX-5 binding	BCLXL inh	CIT2 TOR yeast	MCL1-BIM inh	GLD-1 TGE inh	AGP1-GFP MLPCN
CCCSc1nnc(NC(=O)Nc2ccccc2OC)s1	0	4	107	-0.4	3	82	6	14	97
COCCNC(=O)c1cc(C)ccc1C	0	5	104	-3.2	4	95	-8	-1	102
COC(=O)c1cccc(OCC(O)Cn2ccnc2)c1 (centres undefined)	1	-1	97	3.0	-4	90	9	0	88
O=C(NCCNc1ccccc1[N+](=O)[O-])c1ccccc1F	1	13	105	2.7	3	98	5	-6	95
Cc1cccc2sc(NC(=O)CSc3nc4ccccc4o3)nc12	3	6	112	-0.6	2	104	-3	3	104
COc1cc2c(cc1OC)[C@@H]1Cc3cc4c(cc3[C@H](C2)N1C)OCO4	0	-5	98	-0.2	-1	83	5	5	89
COc1ccc(CC(=O)Oc2ccccc2C)cc1	0	3	106	1.3	-1	89	-2	-6	87
CC(C)(C)C(=O)NC(=C(Cl)Cl)P(=O)(O)O	4	-5	89	.	3	104	4	1	97
Cc1ccc(-c2nnc(-c3ccc(NC(=O)c4ccco4)cc3)o2)cc1	0	-1	112	0.1	3	105	-3	3	103
COc1ccc(C(=O)COC(=O)c2cc(S(=O)(=O)N3CCCCC3)ccc2N2CCOCC2)c(OC)c1	1	0	87	1.3	-2	100	-8	0	103
CCCn1c(N)c(N2CCCCC2)c(=O)n(CC(=O)Nc2ccc(C(C)=O)cc2)c1=O	1	-17	96	.	.	105	.	4	100
COc1cc(CN=Cc2c(O)n(Cc3ccccc3)c(=S)[nH]c2=O)cc(OC)c1	2	1	106	-3.8	10	109	7	5	116
CCOc1ccc(NC(=O)[C@H](C)NC(=O)C2CC(=O)N(c3ccc(OC)cc3)C2)cc1 (some centres undefined)	0	15	95	1.4	3	103	9	0	102
Cn1c(CNC(=O)CCNC(=O)c2ccccc2)cc(=O)n(C)c1=O	1	25	113	1.8	0	107	1	-3	102
Clc1ccc(-n2ncc3c(NCCN4CCOCC4)ncnc32)cc1	0	27	112	-1.6	7	101	11	2	110
Cc1ccc(SC(C)C(=O)N2CCN(c3ccccc3)CC2)cc1 (centres undefined)	2	-10	87	3.3	6	102	4	1	100
Cc1ccc(CSCC(=O)NCc2ccc3c(c2)OCO3)cc1	1	15	101	-0.1	3	.	0	6	.
CCC(C)OC(=O)C1=C(C)NC(=O)NC1c1ccc(F)cc1 (centres undefined)	3	-5	92	0.2	1	98	-3	12	98
c1cc(SSc2ccncc2)ccn1	8	-7	126	-1.3	6	97	15	-2	101
Cc1ccc(NC(=O)CN(Cc2ccccc2)S(C)(=O)=O)cc1C	3	9	97	-3.3	1	95	0	-1	98
COC(=O)N1CC(=O)N(OC)C1c1ccc(Cl)cc1Cl (centres undefined)	0	-2	94	-2.1	3	110	0	8	105
O=C(/C=C/c1cn(CC(O)CN2CCCCCC2)c2ccccc12)c1cccs1 (centres undefined)	0	0	74	-11	-10	87	-52	-139	98
Clc1ccc(-c2nnc(COc3ncnc4sccc34)o2)cc1	3	0	104	2.4	0	103	5	-5	121
CC(NC(=O)CN(C1CCCCC1)S(C)(=O)=O)c1ccccc1 (centres undefined)	0	9	90	-2.1	4	70	5	7	90
CC1=NN(C(=S)Nc2ccccc2)C(c2ccccc2)C1 (centres undefined)	0	5	104	-3.3	0	98	-3	4	102
Cc1cccc(N2CCN(S(=O)(=O)c3ccc(-c4coc(C)n4)cc3)CC2C)c1 (centres undefined)	0	12	122	1.9	3	99	10	-7	107
CC1CCc2[nH]c3ccc(C(=O)N4CCCC(C(F)(F)F)C4)cc3c2C1 (centres undefined)	0	7	102	1.1	-4	98	-10	0	110
CCCn1c2ccc(F)cc2c2nnc(NN)nc21	1	-7	78	-1.3	6	91	3	-1	95
CC(=O)Nc1ccc(S(=O)(=O)Nc2ccc3c(c2)OCO3)cc1	0	-3	81	-0.5	0	102	6	6	105
O=S(=O)(NN1CCOCC1)c1cc(Cl)cc(Cl)c1O	28	3	102	2.3	4	.	-4	13	105
CC1CCc2c(sc3nc(CSc4n[nH]c(N)n4)[nH]c(=O)c23)C1 (centres undefined)	0	15	114	1.1	-5	.	-2	6	.
O=C(Nc1nnc(-c2ccccc2)o1)c1ccc(Cl)cc1	0	11	152	1.2	6	91	10	11	90
Cc1oc(C)c(C(=O)Nc2ccc(CC(=O)O)cc2)c1C(=O)Nc1ccc(CC(=O)O)cc1	0	4	84	-0.7	4	111	0	-2	103
N/C(=N\OC(=O)CCc1ccccc1)c1cccnc1	1	2	109	3.0	3	104	4	-2	102
CC(Sc1nnc(-c2cc3ccccc3o2)n1-c1ccccc1)C(=O)O (centres undefined)	2	7	93	1.5	-6	106	-12	4	106
Cc1ccc(C(=O)C(OC(=O)COc2ccccc2C)c2ccccc2)cc1 (centres undefined)	2	-11	94	-1.2	6	104	7	10	104
COc1ccc(C2CC(c3cccs3)=NN2C(=O)CSc2nncs2)cc1OC (centres undefined)	0	-6	105	-1.1	-7	107	-5	-2	97
Cc1ccc2cc(CCNC(=O)C(=O)c3c(C)[nH]c4ccccc34)c(=O)[nH]c2c1	0	10	98	0.8	7	105	11	4	102
O=c1ccc(S(=O)(=O)N2CCCC2)cn1Cc1ccc(F)cc1	4	11	110	.	-8	99	-15	3	106
COc1ccc(N2C(=O)CSC23C(=O)N2c4c(cccc43)C(C)=CC2(C)C)cc1 (centres undefined)	1	-2	107	-1.7	0	99	-1	4	103
O=C(Oc1ccc(-c2nnco2)cc1)c1ccc(Br)o1	0	6	101	-3.1	-21	99	-9	7	96
Cc1n(C)c2cc(Cl)ccc2[n+]1Cc1ccccc1	0	-3	94	-0.2	-11	98	-14	12	103
CC(C)OC(=O)NC(Nc1ccccc1C(=O)O)(C(F)(F)F)C(F)(F)F	7	2	87	0.4	1	91	3	-3	98
CCN1CCCC1CNC(=O)c1cc2c(-c3ccc(Cl)cc3)nn(C)c2s1 (centres undefined)	0	36	81	-3.6	-3	104	5	-3	106
Fc1cccc(Cl)c1Cn1nnc(-c2ccc3c(c2)OCO3)n1	0	10	107	0.4	4	80	3	3	89
CCN(CCCCCN(C)C)Cc1cc2ccccc2o1	0	15	99	1.2	6	104	2	3	99
Cc1ccc(NC(=O)CCc2c(C)nn(-c3ccc(N4CCOCC4)nn3)c2C)cc1F	0	1	94	-2.5	1	98	22	-6	94
COc1cccc(C2CCCN2Cc2nc(-c3cnccn3)no2)c1 (centres undefined)	0	2	97	1.2	1	96	-3	-6	101
O=C(c1cccc(Br)c1)N1CCN(c2cnn(-c3ccccc3)c(=O)c2Cl)CC1	0	-7	104	1.8	2	100	-1	-6	101
COc1ccc(C2/C(=C(/O)c3ccccc3)C(=O)C(=O)N2CCN2CCOCC2)c(OC)c1 (centres undefined)	0	6	97	-1.1	9	87	0	-8	85
Cc1ccc(SCCC(=O)NC(C(C)C)C(C)C)cc1	1	5	100	1.6	0	99	1	0	100
CC(O)CC(C(=O)NNc1ccccc1)C(=O)NNc1ccccc1 (centres undefined)	0	7	104	-0.4	4	100	-1	-6	96
COc1cc(Cl)c(C)cc1NC(=O)CSc1nc2ccccc2o1	0	6	89	0.0	6	93	9	4	101
CC(NC(=O)c1cccnc1)C(=O)O (centres undefined)	0	-1	80	-1.9	-4	95	3	7	96
COC(c1ccccc1)c1nnc(CCC(=O)N(C)CCOc2ccccc2)o1 (centres undefined)	3	6	95	0.1	4	99	0	-5	108
O=C(NCC(=O)N1CCCCC1)c1ccc(Cl)cc1Cl	2	6	106	0.2	7	86	5	4	91
CCn1c(CN2CCN(C(=O)c3ccco3)CC2)nc2c1c(=O)n(C)c(=O)n2C	2	-4	94	-1.9	11	113	14	5	106
COc1ccc(Nc2nc(-c3cc4cccc(OC)c4oc3=O)cs2)cc1	0	0	109	-0.3	0	101	-11	3	103
Cc1c(NC(=O)c2cnn3c2NC(c2ccc(Br)cc2)CC3C(F)(F)F)c(=O)n(-c2ccccc2)n1C (centres undefined)	1	12	104	3.1	2	92	9	2	95
COc1ccc(CCNC(=O)C(=O)NCCOc2ccccc2)cc1OC	11	-2	73	-1.8	7	97	3	1	95
More results.
SMILES	GRK2 aptamer HTS	VLA-4 inh	CR mimetic SO	MEX-5 binding	BCLXL inh	CIT2 TOR yeast	MCL1-BIM inh	GLD-1 TGE inh	AGP1-GFP MLPCN
Cc1ccc(S(=O)(=O)N(C)CC(=O)OCC(=O)N2CCCC2=O)cc1	0	15	119	-0.6	1	103	0	2	105
C=CCC(C#Cc1ccccc1)N(C)C (centres undefined)	0	1	94	-0.5	5	98	4	-4	103
O=[N+]([O-])c1ccc(Nc2ccc(N3CCOCC3)cc2)c([N+](=O)[O-])c1	1	1	85	-1.8	2	100	4	3	104
O=C(CSc1n[nH]c(-c2ccncc2)n1)c1ccccc1	3	0	90	-3.1	6	103	7	2	98
CC1(C)CC(=O)C(CC2CCCCC2=O)C(=O)C1 (centres undefined)	0	7	103	3.4	7	100	4	1	111
COc1ccc(NC(=O)Nc2ccc3c(c2)C(=O)N([C@H](C)CO)C[C@H](C)[C@@H](CN(C)S(C)(=O)=O)O3)cc1	0	11	94	.	.	95	.	10	100
NNC(=O)c1ccc(Cn2cc(Cl)cn2)cc1	2	20	108	1.1	3	97	-2	2	96
c1ccc(Cc2nc3ccccc3n2Cc2ccccc2)cc1	0	30	98	-0.3	9	95	15	1	96
Cc1cc(C(=O)N/N=C/c2ccc([N+](=O)[O-])s2)n[nH]1	3	2	137	-3.1	2	92	7	2	94
Cc1cc(NS(=O)(=O)c2ccc(NC(=O)CSc3nc4sc(C)c(C)c4c(=O)[nH]3)cc2)no1	1	-6	90	-0.1	10	116	1	-3	112
Cn1c(Cc2ccccc2)nnc1SCC(=O)Nc1ccc(N2CCOCC2)cc1	0	8	94	-2.1	-6	93	-6	-6	99
COc1cc(-c2nc(CN3CCN(CC(C)C)C(=O)[C@@H]3C)c(C)o2)ccc1F	0	-10	115	-0.9	5	101	3	5	101
COc1ccc(NC(=O)CN(C)S(=O)(=O)c2cccc3cccnc23)cc1	0	32	97	-1.8	1	108	2	-5	105
FC(F)(F)c1ccc2nnc(-c3c(Cl)cccc3Cl)n2c1	0	-2	100	-0.5	7	98	3	-4	.
O=C(Nc1ccccc1)O/N=C1\CCCCC1c1ccc([N+](=O)[O-])cc1[N+](=O)[O-] (centres undefined)	3	-9	106	1.8	12	78	-3	-6	82
Cc1ccc(NC(=O)c2ccc([N+](=O)[O-])o2)cc1S(=O)(=O)N1CCOCC1	1	4	110	0.4	9	.	-3	-2	98

Rewritten with values under each structure: 4 of the compounds above.
Results follow in this order: GRK2 aptamer HTS	VLA-4 inh	CR mimetic SO	MEX-5 binding	BCLXL inh	CIT2 TOR yeast	MCL1-BIM inh	GLD-1 TGE inh	AGP1-GFP MLPCN
- COc1ccc(NC(=O)CN(C)S(=O)(=O)c2cccc3cccnc23)cc1
 : 0	32	97	-1.8	1	108	2	-5	105
- FC(F)(F)c1ccc2nnc(-c3c(Cl)cccc3Cl)n2c1
 : 0	-2	100	-0.5	7	98	3	-4	.
- O=C(Nc1ccccc1)O/N=C1\CCCCC1c1ccc([N+](=O)[O-])cc1[N+](=O)[O-] (centres undefined)
 : 3	-9	106	1.8	12	78	-3	-6	82
- Cc1ccc(NC(=O)c2ccc([N+](=O)[O-])o2)cc1S(=O)(=O)N1CCOCC1
 : 1	4	110	0.4	9	.	-3	-2	98
